Screening data from PubChem.
Diaph act CS: compounds boosting diaphorase resazurin reduction – biochemical, uHTS, resorufin fluorescence, counter-screen for diaphorase-coupled primary assays, primary screen. activation factor at 20 µM. 190,000 compounds, 0.005% hits. Diaphorase/resazurin coupled assay, 16 min; hits give high values; 1 = vehicle wells, 0 = NADH-free wells. AID 1229, 2008;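 active means diaphorase activity raised at least twofold by the compound at 20 µM; inactive means activation factor below 2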
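Material: purified diaphorase enzyme from Clostridium kluyveri / Medium: HEPES pH 7.4 buffer with MgCl2 and Tween 20 / Schedule: enzyme reaction of 16 min at room temperature / Measured by: resorufin fluorescence, excitation 544 nm, emission 590 nm / Evaluation: rise in resorufin formation, marking diaphorase activation or chemical reduction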
PMI act satM6P: human PMI activators, high substrate, primary screen, biochemical, fluorescence intensity, near-saturating mannose 6-phosphate. Mannose-6-phosphate isomerase (Homo sapiens), P34949. coupled PMI enzyme assay, resazurin fluorescence, 20 min; hits give high values; 1 = untreated enzyme, 0 = substrate-free blank. activation factor at 20 µM. 190,000 compounds, 0.34% hits. AID 1216, 2008;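 active means activation factor of 2 or more at 20 µM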
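Material: human phosphomannose isomerase with PGI, G6PDH, diaphorase coupling enzymes / Reagent: Man-6-P substrate 1.0 mM / Dosing: single compound dose of 20 µM, 1% DMSO final / Incubation: enzyme reaction with compound 20 min at room temperature / Signal: resorufin fluorescence (Ex 544/Em 590 nm) from resazurin via diaphorase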
S1P3 antagonist: S1P3 receptor antagonists, primary screen, cell-based. CHO S1P3 NFAT-BLA reporter, FRET fluorescence, antagonist mode. AID 485, 2006. inhibition, % at 4.98 µM. 170,000 compounds, 0.27% hits. Sphingosine 1-phosphate receptor 3 (Homo sapiens), Q99500;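 active means inhibition above the plate cutoff, the mean inhibition of test wells on that plate plus 3 SD, cut at about 28% in these data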;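 further: cells challenged with S1P at its EC80 of 0.8 µM; blue over green emission ratio from cleaved BLA substrate after 4 h stimulation; 0% = S1P-stimulated wells and 100% = unstimulated DMSO-only wells; some compounds past the cut are filed as inactive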
Hsp70 activator: Hsp70 transcriptional activators, primary screen, cell-based, HeLa, Hsp70 promoter luciferase, luminescence, 10 µM; HeLa Hsp70 promoter luciferase reporter; scaled: vehicle 0, proteasome-inhibitor control 100%; activation, % at 10 µM; 200,000 compounds, 0.04% hits; AID 1203, 2008;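 active means activation above the mean across all tested compounds plus 3 SD, cutoff set per campaign, cut at about 5.5% in these data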;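 further: 100% = MG132 at 30 µM as the positive control and 0% = DMSO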
G6PDH CS: L. mesenteroides G6PDH inhibitors, counter-screen for G6PDH-coupled screening assays, biochemical, Leuconostoc mesenteroides enzyme; glucose-6-phosphate dehydrogenase [Leuconostoc mesenteroides]; inhibition, % at 5 µM; AID 1020, 2008; Purified L. mesenteroides G6PDH, diaphorase/resazurin coupled fluorescence, 45 min; 200,000 compounds, 0.12% hits
PMI activator: activators of human PMI, primary screen, biochemical, fluorescence intensity, near-Km mannose 6-phosphate | Mannose-6-phosphate isomerase (Homo sapiens), P34949 | purified human PMI, coupled resazurin fluorescence, 20 min; hits give high values; 1 = vehicle control, 0 substrate-free wells | activation factor at 20 µM | 190,000 compounds, 0.005% hits | AID 1214, 2008;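 active means activation factor of 2 or more at 20 µM, relative to plate controls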
L major viab: Leishmania major promastigote growth inhibition, primary screen; Leishmania major promastigotes, resazurin fluorescence viability; inhibition, % at 10 µM; 200,000 compounds, 9% hits;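 further: promastigotes grown with compound for 44 hours at 28 °C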
RAM inhibit: inhibitors of the yeast RAM network, primary screen, dse1pr::URA3 reporter, 5-FOA selection. S. cerevisiae dse1pr::URA3 reporter, 5-FOA growth OD615, 2 d; analog-sensitive cbk1-as2 kinase mutant strain. inhibition, % at 50 µM. 190,000 compounds, 1.8% hits. AID 868, 2007;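 active means inhibition above a set limit, 3 SD over mean compound inhibition, cut at about 8.4% in these data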;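 further: 0% = DMSO-only wells with no growth and 100% = 10 µM 1-NA-PP1 full growth; inhibition rescues growth on 5-FOA so higher OD means more RAM inhibition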
TLR4-MyD88 BLA: inhibitors of TLR4-MyD88 association in cells, primary screen, cell-based, HeLa CL3-4, BLA complementation, FRET ratio | Toll-like receptor 4 (Homo sapiens) + Myeloid differentiation primary response protein … | AID 861, 2007 | inhibition, % at 8.4 µM | 200,000 compounds, 0.18% hits | HeLa CL3-4 TLR4/MyD88 BLA complementation; in the data active means inhibition above about 25%;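 further: 0% = vehicle and 100% = reference inhibitor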
Target sequence (O00206 whole entry, looked up): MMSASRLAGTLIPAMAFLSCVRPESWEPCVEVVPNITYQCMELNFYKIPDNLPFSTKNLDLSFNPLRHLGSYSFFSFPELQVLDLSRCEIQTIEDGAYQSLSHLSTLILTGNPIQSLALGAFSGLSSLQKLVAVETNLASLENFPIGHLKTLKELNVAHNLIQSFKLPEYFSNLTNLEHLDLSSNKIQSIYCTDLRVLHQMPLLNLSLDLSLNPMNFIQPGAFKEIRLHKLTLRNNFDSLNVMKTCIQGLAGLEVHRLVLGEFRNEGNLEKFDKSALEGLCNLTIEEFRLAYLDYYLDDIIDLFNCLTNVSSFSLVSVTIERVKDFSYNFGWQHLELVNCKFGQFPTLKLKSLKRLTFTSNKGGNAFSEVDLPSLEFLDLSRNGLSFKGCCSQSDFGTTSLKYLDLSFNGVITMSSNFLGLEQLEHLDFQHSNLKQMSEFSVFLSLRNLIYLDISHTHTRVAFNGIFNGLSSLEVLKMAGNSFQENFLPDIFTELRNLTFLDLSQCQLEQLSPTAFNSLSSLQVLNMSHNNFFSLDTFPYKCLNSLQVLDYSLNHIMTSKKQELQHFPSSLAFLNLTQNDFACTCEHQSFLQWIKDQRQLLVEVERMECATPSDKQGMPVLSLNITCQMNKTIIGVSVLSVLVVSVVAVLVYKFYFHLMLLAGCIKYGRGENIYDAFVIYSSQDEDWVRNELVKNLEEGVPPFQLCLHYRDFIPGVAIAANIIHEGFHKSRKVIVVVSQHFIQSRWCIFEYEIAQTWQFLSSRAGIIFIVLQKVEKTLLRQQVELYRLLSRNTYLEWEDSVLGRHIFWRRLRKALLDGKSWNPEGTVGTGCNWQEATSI
Target sequence (Q99836 whole entry, looked up): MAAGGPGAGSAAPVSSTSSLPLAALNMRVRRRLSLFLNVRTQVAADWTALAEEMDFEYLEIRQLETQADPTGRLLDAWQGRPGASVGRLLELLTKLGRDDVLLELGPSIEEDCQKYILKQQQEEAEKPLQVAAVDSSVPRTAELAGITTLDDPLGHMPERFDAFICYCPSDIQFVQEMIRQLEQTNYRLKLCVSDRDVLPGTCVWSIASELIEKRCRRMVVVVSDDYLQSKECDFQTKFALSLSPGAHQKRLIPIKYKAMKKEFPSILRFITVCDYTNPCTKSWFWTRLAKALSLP
Diaphorase inh: diaphorase inhibitors and chemical oxidizers, primary screen, counter-screen for diaphorase-coupled primary assays, biochemical, uHTS, resorufin fluorescence | diaphorase resazurin-to-resorufin fluorescence, NADH, 16 min; bacterial (C. kluyveri) enzyme, not human | inhibition, % at 20 µM | 190,000 compounds, 0.69% hits | AID 1217, 2008;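 active means primary screen inhibition at 20 µM above a set limit, cut at about 50% in these data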;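 further: plate controls were DMSO with full reaction for no effect and wells lacking NADH for full effect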
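Test system: bacterial diaphorase enzyme (C. kluyveri); Quantity: 0.14 U/mL diaphorase, enzyme working solution; Times: reaction incubation of 16 min at room temperature; Measured by: fluorescence of resorufin formed from resazurin, Ex 544/Em 590 nm; Benchmarks: positive control minus NADH, DMSO neutral control.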
DTT redox prof: compounds producing H2O2 with reducing agent – biochemical, NIH compound library profiling, artefact control for MLSCN library redox annotation, primary screen; DTT-dependent redox cycling H2O2, phenol red/HRP absorbance; 100% = 100 µM peroxide control, 0% = buffer; activation, % at 10 µM; 200,000 compounds, 0.03% hits; AID 878, 2007;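 active means activation of at least 50% relative to the plate's high and low controls in the primary single-dose screen; inactive means activation below 50%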;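 further: compound incubated with DTT at 0.8 mM final as the reducing agent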
* marks the source's active call; other numbers are inactive results; · = not tested or not shown. Unless noted, no stated cut-off is given here; in the data, active means inhibition above about 50%; inactive means the rest. Hits appear at their usual frequency, and some 12% of all compounds hit somewhere here.

canonical_smiles	PMI act satM6P	Hsp70 activator	DTT redox prof	PMI activator	L major viab	Diaphorase inh	G6PDH CS	TLR4-MyD88 BLA	RAM inhibit	Diaph act CS	S1P3 antagonist
O=C(Nc1cccc(Cl)c1)N(Cc1nc2ccccc2c(=O)[nH]1)Cc1cccs1	1	-0.2	-0.1	0.9	43.0	11.1	-18.4	-7.6	7.1	0.9	-23.0
O=C(CCC1CCCN(C(=O)c2ccoc2)C1)NCc1ccccc1F (stereo unspecified)	1.1	-0.1	-1.2	1	1.9	2.5	9.7	-6.8	2.7	1	7.4
Cn1c(SC2CCCCC2=O)nnc1-c1ccccc1F (stereo unspecified)	0.9	-0.3	-1.2	0.9	0.8	12.2	6.0	-1.1	1.3	0.9	-11.7
COc1ccc(OCC(=O)Nc2nnc(C)s2)cc1	1	-0.3	-3.5	1	-8.7	8.4	-1.0	13.9	1.5	0.9	·
Cc1cc(Nc2ccc(O)cc2)n2c(nc3ccccc32)c1C#N	0.7	-0.2	2.5	1	-4.6	4.1	0.4	-14.4	9.1*	1	5.7
O=C(NCc1ccc2c(c1)OCO2)C1CCCN(S(=O)(=O)c2cccs2)C1 (stereo unspecified)	1	-0.2	0.4	0.9	-5.1	7.9	22.1	-1.9	3.5	0.9	-0.7
COc1ccc(C(=O)Cn2c(N3CCOCC3)nc3c2c(=O)n(C)c(=O)n3C)cc1	0.9	·	·	0.9	·	13.8	4.3	·	·	0.9	-20.3
COC(=O)COc1ccc(S(=O)(=O)NCc2ccncc2)cc1	0.9	-0.4	0.7	0.9	0.3	10.5	25.6	-18.3	1.0	0.9	-11.2
Cc1ccc(C(=O)OCC(=O)NCc2ccco2)cc1	1	-0.4	0.0	1	-6.2	8.8	2.7	9.9	1.8	0.9	·
O=C(CCCSc1nc2ccccc2[nH]1)Nc1ccccc1	1	-0.6	0.2	0.9	11.1	5.7	17.2	1.9	-0.6	0.9	-0.6
c1ccc(-c2nn3c(-c4ccccc4)nnc3s2)cc1	0.9	-0.4	-0.1	0.9	-7.3	9.1	13.6	-6.8	1.5	0.9	-1.8
CC(C)c1ccc(SCc2noc(C(=O)NCC3CCCO3)c2C(=O)O)cc1 (stereo unspecified)	1.1	0.0	-11.7	1	-1.9	-5.1	3.0	6.7	1.6	1.1	·
CN(C)/C=C(/C(=O)c1ccccc1Cl)S(C)(=O)=O	1	-0.1	-0.4	1	3.1	19.9	5.6	12.7	-0.4	0.8	-25.8
Fc1ccc(-c2nnc(CSc3nnc4ccccn34)o2)cc1	0.9	-0.5	-0.6	1	32.0	10.0	-7.9	-18.8	2.0	0.9	-3.9
CNC(=O)CSc1cn(CC(=O)N(C(C)C)C(C)C)c2ccccc12	0.9	-0.3	-0.7	0.9	16.4	-0.3	4.1	-7.1	-0.2	1	-24.5
COc1ccc(-n2nc(C(=O)O)c3ccccc3c2=O)c(OC)c1	0.9	-0.2	-2.2	0.9	-10.4	17.2	1.4	4.0	0.5	0.8	-8.6
CC(C)n1cc(NC(=O)C2CC(c3cccc(Br)c3)=NO2)cn1 (stereo unspecified)	1	0.0	-0.1	1	2.1	9.4	1.0	-7.8	1.9	0.9	·
COCc1cc(C)nc2sc(C(=O)N3CCN(c4ccccc4)CC3)c(N)c12	0.9	0.2	-1.3	1	4.7	21.9	8.5	7.0	-0.2	0.8	-1.9
CCOC(=O)c1nn(-c2cccc(Cl)c2)c2nc(CC(C)C)c(C#N)c(=O)n12	0.9	0.0	0.1	0.9	-2.7	28.3	-1.1	-6.6	3.6	0.7	·
O=C1C(NS(=O)(=O)c2cccs2)=C(N2CCN(c3ccccc3)CC2)C(=O)c2ccccc21	1.5	-0.3	0.4	1.2	33.4	43.9	35.8	-0.1	1.0	0.6	·
Cc1occc(=O)c1OCc1ccccc1	1.1	-0.2	-1.9	1.1	-9.8	-3.8	3.4	-9.9	0.9	1	-13.6
Nc1nn(S(=O)(=O)c2cccc3nsnc23)cc1-c1ccc(Br)cc1	0.9	0.1	-3.2	0.9	10.1	25.8	-6.8	-9.1	3.0	0.7	17.9
O=C(NC1CCCC1)c1nc2c(nnn2Cc2ccccc2Cl)c(=O)[nH]1	1.1	-0.3	-1.4	1	-2.4	4.0	20.3	4.9	0.0	1	·
Cn1c(=O)oc2cc(S(=O)(=O)N3CCN(C(=O)c4ccco4)CC3)ccc21	·	-0.1	1.2	·	-5.9	·	·	-6.3	·	·	-15.5
COCC(C)n1c(SCc2cc(=O)n3cc(C)ccc3n2)nc2ccccc2c1=O (stereo unspecified)	1	-0.3	0.2	1	42.4	20.4	0.9	-7.1	-1.6	0.8	1.1
CC(C(=O)OCC(=O)c1c(N)n(C)c(=O)n(C)c1=O)N1C(=O)c2ccccc2C1=O (stereo unspecified)	1	-0.1	-0.5	0.9	1.5	11.8	-6.5	-10.8	1.9	0.9	-2.7
Cn1c(CCCNC(=O)c2ccccc2)nc2ccccc21	0.9	-0.2	0.2	0.9	-0.8	13.7	-15.9	6.5	1.1	0.9	·
CC(C)(C)[C@@H]1C=C(C(=O)N2CCOCC2)O[C@H](OCc2ccc(CO)cc2)C1	0.9	-0.1	6.6	0.9	18.5	18.1	10.4	-9.1	0.8	0.8	-2.7
CCOC(=O)C1CCCN(C(=S)Nc2ccc(Nc3ccccc3)cc2)C1 (stereo unspecified)	0.9	0.5	-0.6	0.9	16.2	3.4	-1.2	3.5	2.2	1	-19.9
O=C(Nc1ccccc1)N1CCCC2CCCCC21 (stereo unspecified)	0.9	1.4	1.7	0.9	2.1	15.0	-1.2	5.5	0.3	0.8	20.9
CC(C)Sc1nc2sc(-c3ccccc3)cc2c(=O)n1N	1	-0.2	-4.3	0.9	-9.2	5.8	9.1	2.3	6.0	0.9	·
O=C1CSC(c2c(F)cccc2Cl)N1c1cccc(F)c1 (stereo unspecified)	1.1	-0.3	2.4	1	88.2*	-5.4	12.6	5.5	-0.7	1.1	·
Cc1ccc(COC(=O)c2ccc3c(c2)C(=O)N(CCCN2CCOCC2)C3=O)cc1	1	0.0	-0.2	1.1	7.3	14.6	-7.8	6.7	-0.7	0.9	-18.3
COc1cc2[nH]c(=S)nc(NCCCOC(C)C)c2cc1OC	1.1	-0.4	-0.2	1	26.9	13.3	17.5	5.1	-0.9	0.9	·
CCOc1cc(/C=N\O)cc(Cl)c1OCC	1	-0.2	-3.0	1	7.4	5.2	0.6	-6.7	-1.1	0.9	·
CCOC(=O)CN1C(=O)COc2ccc(Cl)cc21	1	-0.2	1.8	1.1	-6.5	5.4	-7.3	-0.8	-0.5	0.9	·
COc1cccc(-c2csc(N3CCN(S(=O)(=O)c4ccc(F)cc4)CC3)n2)c1	1	0.1	0.4	1	3.7	14.4	6.0	-3.8	4.2	0.9	29.0
CCSC(=S)Nc1c(C)n(C)n(-c2ccccc2)c1=O	1	-0.3	0.2	1.1	9.7	6.5	15.1	5.2	0.4	0.9	-18.5
O=[N+]([O-])c1cccc(-c2nc(-c3ccccc3)c(-c3cccs3)[nH]2)c1	1.1	0.0	5.0	1.1	13.7	9.9	2.0	3.4	8.5*	0.9	·
O=C(CC12CC3CC(CC(C3)C1)C2)N/N=C/c1ccc([N+](=O)[O-])o1	1	-0.2	0.3	1	98.6*	14.6	-6.9	-15.1	-0.4	0.9	-3.4
CCOC(=O)C1=C(c2ccccc2)Nc2ncnn2C1c1ccccn1 (stereo unspecified)	1.1	-0.4	-1.1	0.9	-5.5	-2.8	7.7	-3.8	2.1	1	-10.2
COc1cc2c(cc1NC(=O)c1ccncc1)oc1ccccc12	1	0.0	-0.2	0.8	4.4	25.0	-6.9	0.2	0.3	0.8	·
O=C(c1cc(=O)c2ccccc2o1)N1CCN(c2ccccc2F)CC1	1	0.0	0.1	1.1	-15.0	-1.2	4.0	-1.2	0.5	1	21.4
O=C(c1ccc(C#CC2(O)CCCCC2)cc1)N1CCOCC1	0.9	-0.3	3.9	0.9	-1.6	6.3	5.6	-3.8	-0.4	0.9	-0.2
O=C(CSCc1ccc(Cl)cc1)Nc1nccs1	1	-0.2	2.0	1	1.0	11.4	-1.2	-9.0	1.6	0.9	·
CCn1cc(Br)c(C(=O)Nc2ccc(C(=O)OC(C)C)cc2)n1	1	0.2	0.5	1	16.8	14.5	2.8	-11.6	1.1	0.9	29.9
Cc1cc(Cl)ccc1OCC(=O)NC1CCCC1	0.9	0.5	0.2	1	-0.2	11.2	6.3	0.8	1.7	0.9	·
O=C(NCCc1ccc(Cl)cc1)Nc1cccc(Cl)c1	1	-0.2	1.7	0.9	0.6	14.7	5.5	1.6	5.4	0.9	·
Cc1ccc(C)c(NC(=S)NNC(=O)c2csc(C)c2)c1	1.1	-0.1	-0.2	1.1	1.3	-4.5	0.3	-2.3	2.4	1	-15.7
